Source: PubChem BioAssay (The Scripps Research Institute Molecular Screening Center)
GPR151 activ = activators of human GPR151, primary screen, cell-based, PathHunter beta-arrestin, luminescence; PathHunter beta-arrestin GPR151 cells; hit rate 1% among 650,000; activation, % at 11.2 µM; AID 1508602, 2020; G-protein coupled receptor 151 (Homo sapiens), Q8TDV0; in the data active means activation above about 4.9%;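 further: 0% = median of compound wells and 100% = cells with positive control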
FBW7 activator = FBW7 E3 ligase activators, primary screen, biochemical, AlphaScreen, human | F-box/WD repeat-containing protein 7 (Homo sapiens), Q969H0 | AlphaScreen FBW7–phospho-cyclin E peptide binding, activator screen | normalized activity (activation), % at 26.1 µM | hit rate 0.13% among 650,000; in the data active means normalized activity above about 1.9%;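 further: purified mutant Fbw7 with reduced substrate affinity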
Target sequence (Q969H0 whole entry, looked up): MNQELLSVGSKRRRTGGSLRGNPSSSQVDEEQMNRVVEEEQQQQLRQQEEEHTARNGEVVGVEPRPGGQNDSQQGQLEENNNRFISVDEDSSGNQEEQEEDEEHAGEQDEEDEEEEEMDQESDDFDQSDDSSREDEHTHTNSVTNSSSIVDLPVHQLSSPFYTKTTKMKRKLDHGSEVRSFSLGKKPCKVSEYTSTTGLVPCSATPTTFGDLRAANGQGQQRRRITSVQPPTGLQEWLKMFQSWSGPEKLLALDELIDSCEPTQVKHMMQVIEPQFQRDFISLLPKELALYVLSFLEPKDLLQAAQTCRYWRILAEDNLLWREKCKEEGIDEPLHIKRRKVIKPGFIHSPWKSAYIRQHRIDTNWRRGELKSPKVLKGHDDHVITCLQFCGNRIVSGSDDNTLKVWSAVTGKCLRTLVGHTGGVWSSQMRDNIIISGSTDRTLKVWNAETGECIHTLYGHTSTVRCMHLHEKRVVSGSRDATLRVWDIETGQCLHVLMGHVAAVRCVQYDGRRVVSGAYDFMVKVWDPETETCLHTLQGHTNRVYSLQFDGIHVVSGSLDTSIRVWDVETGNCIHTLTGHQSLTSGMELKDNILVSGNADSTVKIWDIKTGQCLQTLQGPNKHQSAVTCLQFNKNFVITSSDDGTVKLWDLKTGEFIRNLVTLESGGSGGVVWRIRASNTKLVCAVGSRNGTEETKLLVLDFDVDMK
TEAD-YAP inh = TEAD-YAP interaction inhibition, primary screen, TEAD-YAP interaction inhibitor project, luminescence, HEK-TIYL cells. hit rate 1.4% among 640,000. inhibition, % at 9.12 µM. AID 1259422, 2018. TEAD-Gal4/YAP UAS-luciferase luminescence; in the data active means inhibition above about 32%;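 further: 0% = median of test compound wells and 100% = reference inhibitor wells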
MITF inh = MITF inhibitors, primary screen, biochemical, AlphaScreen, human. hit rate 0.91% among 650,000. AID 1259374, 2018. Microphthalmia-associated transcription factor (Homo sapiens), O75030. inhibition, % at 2.6 µM. AlphaScreen MITF homodimerization, bead proximity signal; in the data active means inhibition above about 50%;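 further: 0% = vehicle wells with protein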
An asterisk follows results filed as active; x = not tested or not shown; & = joins results of further samples; ! = not active in a repeat.

SMILES	GPR151 activ	FBW7 activator	TEAD-YAP inh	MITF inh
O=C(COC(=O)c1cccc(S(=O)(=O)N2CCCC2)c1)c1ccccc1	1.7	0.1	-1	15
O=C(CSCc1ccc(Cl)cc1Cl)Nc1ccc(Br)cc1C(=O)O	1.0	-0.1	4	14
COCCN(C(C)=O)c1nnc(-c2ccccn2)s1	-0.5	-0.2	-26	-10
COCCNc1ccnc2c(-c3cccc4ccccc34)cnn12	-0.5	-0.2	-2	-11
COc1ccc(CNCCC2=CCCCC2)cc1	0.4	-0.1	4	-5
CCOc1ccc2nc(N3CCCC(C(=O)N4CCC(C(N)=O)CC4)C3)sc2c1 (stereo not given)	-1.2	-0.2	1	-12
CC(=O)N(Cc1cc2cccc(C)c2[nH]c1=O)C1CCCCC1	-0.2	-0.1	9	14
Cc1ccc(NC(C)C(=O)N/N=C/c2ccco2)cc1 (stereo not given)	-2.2	0.3	3	-2
O=S(=O)(Nc1cccc(F)c1)c1cnc[nH]1	0.1	0.0	-1	6
O=S(=O)(Nc1ccc(Br)cc1)c1cccc2cccnc12	0.0	0.0	4	7
CC(NC(=O)c1n[nH]c(=O)c2ccccc12)c1ccc(-n2ccnc2)cc1 (stereo not given)	-1.6	-0.1	-14	20
Cc1ccc(NC(=O)c2ccc(CSc3ccc(Cl)cc3)cc2)cc1C	2.3	-0.1	-23	-1
COc1ccc(Cl)cc1NC(=O)Cn1nc([N+](=O)[O-])c(Br)c1C	-0.9	0.0	-12	-3
CC1(OC(=O)CCc2ccccc2)C(=O)C=C2C=C(c3ccc(C#N)cc3)OC=C2C1=O (stereo not given)	-1.4	0.0	x	12
O=C(/C=C/c1cccc2ccccc12)Nc1ccc(S(=O)(=O)N2CCOCC2)cc1	-0.8	-0.1	12	-10
N#CCn1c(COC(=O)C23CC4CC(CC(O)(C4)C2)C3)nc2ccccc2c1=O	1.0	0.0	6	-6
Cc1ccc(Cl)cc1NC(=O)C(=O)NCC1CCCCC1	-1.4	0.8	10	23
CNc1nc(-c2cccs2)cc(C(F)(F)F)n1	4.1	0.0	-9	-5
C=CCN1C(=O)/C(=C/c2ccc(O)c(OC)c2)S/C1=N\c1nnc(CC)s1	-0.2	0.1	12	9
CCn1c(C)cn2c3c(=O)n(CCN4CCOCC4)c(=O)n(C)c3nc12	0.0	0.6	-15	1
CN1[C@@H](C(=O)Nc2c(Cl)cccc2Cl)C[C@@H](c2cccs2)NS1(=O)=O	1.0	0.0	8	5
Cc1cc(C(=O)COC(=O)c2ccc3ncsc3c2)c(C)n1Cc1ccc2c(c1)OCO2	0.2	0.0	-4	3
COC(=O)c1cc(-c2ccc(/C=C(\C#N)C(N)=O)o2)ccc1Cl	-0.1	-0.3	-2	-8
CCN(CC)C(=O)c1cn(CCC#N)nc1-c1ccc([N+](=O)[O-])cc1	1.0	-0.2	-17	-10
O=C(NCc1cccnc1)c1n[nH]c2c1CCCC2	-1.8	0.0	-17	9
O=C(Nc1ccc2oc(-c3ccc4ccccc4c3)nc2c1)c1cccc(Cl)c1Cl	-0.8	1.9*	-11	18
CCOC(=O)c1ccc(S(=O)(=O)N2CCC(c3nc4ccccc4s3)CC2)cc1	0.4	0.7	9	10
O=C(Cn1nc(-c2nccc3ccccc23)oc1=O)NC1CCCCC1	-0.3	0.2	6	15
Nc1ccc2c(c1)OCCOCCOc1ccccc1OCCOCCO2	0.5	0.0	3	-6
O=C(COc1ccc(Cl)cc1)NCCN1CCOC(c2ccccc2)C1 (stereo not given)	-0.7	-0.1	10	-2
Cc1ccc2c(CSc3n[nH]c(N)n3)cc(=O)oc2c1	-0.8	0.1	5	-2
CCOC(=O)C1=C(c2ccccc2)NC(=O)NC1c1ccc(Cl)c(Cl)c1 (stereo not given)	-1.1	0.0	-3	9
COc1ccc(OCC(=O)Nc2ccccc2F)cc1	-0.3	-0.1	-47	1
CC(=O)N1CCc2c(sc(NC(=O)c3ccc4ncsc4c3)c2C#N)C1	0.6	-0.1	-4	1
C/C=C/C(=O)Nc1ccc(-c2nc3cc(NC(=O)/C=C/C)ccc3o2)cc1	-0.8	-0.3	-14	-9
CS(=O)(=O)n1nc(-c2cccnc2)nc1NCc1ccccc1	1.8	-0.1	1	-1
C/C(=N\NC(=S)NCC1CCCO1)c1ccc(Cl)c([N+](=O)[O-])c1 (stereo not given)	-0.8	-0.2	-5	12
Cc1cnc(SCC2CCCO2)nc1C1CCCN(C(=O)CCc2c(C)n[nH]c2C)C1 (stereo not given)	0.8	0.0	-18	-1
CCOC(=O)C1=CN(C(C)C)C=C(C(=O)OCC)C1c1cccc(OC)c1OC	-1.4	0.3	-3	-5
COc1ccc(C2C(C#N)=C(N)Oc3n[nH]c(-c4ccc5ccccc5c4)c32)cc1OC (stereo not given)	-1.0	-0.9	-3	8

Single records, from the list above. Screens in order: GPR151 activ	FBW7 activator	TEAD-YAP inh	MITF inh
CC(=O)N1CCc2c(sc(NC(=O)c3ccc4ncsc4c3)c2C#N)C1 is entered as 0.6	-0.1	-4	1
C/C=C/C(=O)Nc1ccc(-c2nc3cc(NC(=O)/C=C/C)ccc3o2)cc1 is entered as -0.8	-0.3	-14	-9

(next part)
SMILES	GPR151 activ	FBW7 activator	TEAD-YAP inh	MITF inh
O=C1c2cccc([N+](=O)[O-])c2C(=O)N1CCOc1ccccc1	1.2	0.1	-6	-8
Cc1ccc(NC(=O)/C(C#N)=C\Nc2cccc(O)c2)cc1	-2.0	0.1	-11	3
Cc1c(NC(=O)c2ccccc2C(=O)O)c(=O)n(-c2ccccc2)n1C	-0.9	0.0	-3	3
COc1cc(C(=O)NCCOc2cccc(Oc3ccccc3)c2)cc(OC)c1OC	1.1	-0.1	-12	6
C#CCSc1nnc(-c2ccccc2)n1N	0.4	0.2	-3	18
Cc1ccc(Cc2nnc(C(=O)NCCCOC(C)C)o2)cc1	-0.7	-0.3	1	-8
COc1ccc(NC(=O)C(NC(=O)c2ccccc2)C23CC4CC(CC(C4)C2)C3)cc1 (stereo not given)	1.0	-0.1	5	0
O=C(C1Cc2ccccc2CN1S(=O)(=O)c1cccs1)N1CCOCC1 (stereo not given)	-1.3	0.9	-4	11
COc1ccc(C2CC(C(F)(F)F)n3ncc(C(=O)Nc4ccc(C)cc4C)c3N2)cc1OC (stereo not given)	-0.1	0.1	-14	-4
COc1ccc(CC(=O)c2ccc(O)cc2O)cc1	0.3&-0.7	-0.1&0.1	34*!	-4&-6
COC(=O)c1ccccc1S(=O)(=O)N1CCCC(C(=O)c2ccc(OC)cc2C)C1 (stereo not given)	-1.3	0.7	3	7
COc1ccc(S(=O)(=O)N2CCN(Cc3cccc(C)c3)CC2)cc1	-0.5	-0.2	0	7
CCNC(=O)c1cccc(S(=O)(=O)NC)c1	2.5	-0.2	-5	10
O=C(Nc1ccc2[nH]ncc2c1)[C@H]1C[C@@H](O)CN1C(=O)c1ccccc1	-0.7	0.6	0	10
C=CCn1c(=S)[nH]c2sc3c(c2c1=O)CC(C)(C)OC3	-1.2	0.5	9	10
CC(C)CCNC(=O)C1C2C(=O)N(Cc3ccccc3)CC23C=CC1(C)O3 (stereo not given)	-0.6	0.4	3	13
CCOC(=O)c1c(NC(=O)CSc2nnc(CNC(=O)c3ccc(OC)cc3)n2CCc2ccccc2)sc2c1CCCCC2	-1.1	-0.1	8	-5
COc1ccc(C2Oc3ccc(Br)cc3C3CC(c4ccccc4)=NN32)cc1OC (stereo not given)	-0.7	0.2	-35	0
C/C(CC(=O)NC12CC3CC(CC(C3)C1)C2)=N\NC(=O)c1ccc(Cl)cc1Cl	0.5	0.0	-5	-6
Cc1ccc(NC(=O)c2ccc3c(c2)C(=O)N(CC(C)C)C3=O)c(C(=O)O)c1	-0.4	0.0	4	14
O=C(CCC1(Cc2cccs2)CCC(=O)N1)NCc1ccc2c(c1)OCO2 (stereo not given)	-0.7	0.4	-6	14
COc1ccc(CCNC(=S)N2CCN(c3ccccn3)CC2)cc1OC	3.6	-0.3	6	-17
CCC(=O)OCCN1C(=O)c2ccccc2C1=O	-0.2	-0.1	0	10
Cc1ccc(C)c(NCC(O)c2ccccc2)c1 (stereo not given)	0.3	0.0	6	-3
OCCNCCCOc1cccc(Br)c1	-1.4	0.6	-8	16
N#Cc1cc2c(=O)n3ccccc3nc2n(Cc2ccc(F)cc2)c1=O	3.7	0.0	4	5
O=C(NCCN1CCOCC1)c1cccc(-c2ccccc2)c1	0.1	-0.1	-5	75*
CC(C)CCNC(=O)CN(Cc1ccco1)C(=O)Cn1nnc(-c2ccc(F)cc2)n1	0.9	0.0	13	7
C=C(C)Cn1c(SCC(=O)c2ccc(Cl)cc2)nc2ccccc2c1=O	-0.4	0.0	-8	-6
Cc1ccc(-c2nc3ccccc3s2)cc1N	-10.0	-0.2	54*	1
O=C(Cn1nnc2ccccc2c1=O)NCCc1c[nH]c2ccccc12	2.2	-0.1	12	-2
COc1ccc(NC(=O)Cn2cnc3c(cnn3C(C)(C)C)c2=O)c(OC)c1	0.8	-0.1	9	-9
Cc1ccc2nc(NC(=O)c3c(O)c4ccccc4n(C)c3=O)sc2c1	0.7	0.0	20	11
CC(C)N(CCNC(=O)c1ccc2nc(-c3cccs3)sc2c1)C(C)C	0.3	0.0	-11	23
Cc1nc(C)c(NC(=O)NC(C)(C)C)cc1NC(=O)NC(C)(C)C	-0.8	0.2	1	8
COc1ccc(-c2cc(C(=O)Oc3ccc(Br)cc3)c3ccccc3n2)cc1	0.5	-0.2	-1	1
COc1ccccc1Nc1nnc(SCCOc2ccccc2C(C)=O)s1	2.0	0.2	-12	-11
COc1ccc(Cl)cc1NC(=O)/C(=C/c1ccc([N+](=O)[O-])cc1)NC(=O)c1cccc(C)c1	-0.8	0.2	1	22
CCc1ccc(NC(=O)C(=O)N/N=C(\C)CC(=O)Nc2cc(C)cc(C)c2)cc1	-0.4	-0.1	-3	-16
O=C(c1ccc(N2CCCC2)nc1)N1CCCC1	-1.1	0.1	4	6
O=C(c1ccc(Br)cc1)N1N=C(C(F)F)CC1(O)C(F)F (stereo not given)	0.9	-0.2	7	-3
CCOC(=O)C1(CCCc2ccccc2)CCN(C(=O)C2CC(C(C)C)=NO2)CC1 (stereo not given)	-1.1	0.1	5	6
CSc1ccc(C2C3=C(CCCC3=O)Nc3onc(C)c32)cc1 (stereo not given)	0.3	0.1	5	9
Cc1cc(C)n(C(N)=S)n1	-0.7	-0.1	-1	10
COc1ccc(-n2c(=S)[nH]c3cc(C(=O)N4CCN(c5ccccc5)CC4)ccc3c2=O)cc1	-0.4	0.1	-8	-5
CCN1c2ncccc2C(=O)NC12CCN(C(=O)c1cnn(CC)c1C)CC2	-1.4	0.3	10	9
CCN(CC)S(=O)(=O)c1ccc(Br)c2nsnc12	0.5	0.1	-5	-5
COc1ccc(-c2cnn3ccc(Nc4ccc(O)cc4)nc23)cc1	3.1	0.1	4	3
COc1ccc2nc(N(Cc3ccncc3)C(=O)CCc3ccccc3)sc2c1	0.1	-0.1	1	14
COc1ccc(OC(C)c2nc(-c3ccncc3)no2)cc1 (stereo not given)	2.6	0.1	3	-6
Cc1nc(SCC(=O)N2CCCc3ccccc32)n[nH]1	-0.2	1.8	-1	19
CCOc1ccc2cc3c(N)c(C(=O)Nc4ccc(OC)c(OC)c4)sc3nc2c1	0.6	-0.1	4	8
O=C1CCCC2=C1C(c1cc(Cl)c(O)c(Cl)c1)C1=C(CCCC1=O)N2	0.3	-0.1	0	-4
CCCC(=O)N(c1ccc(OC)cc1)C1C=CS(=O)(=O)C1 (stereo not given)	-0.6	0.8	-6	21
OC1CCN(C(=S)Nc2ccc(F)c(Cl)c2)CC1	0.9	0.0	8	16
CC(=O)Nc1c(C(C)=O)c(C)nc2ccccc12	0.5	0.8	11	2
CC1Sc2ccc(C#N)cc2N(Cc2ccc3c(c2)OCO3)C1=O (stereo not given)	-0.1	0.3	-6	12
COC(=O)c1ccccc1S(=O)(=O)C1CCN(C(=O)Nc2cccc(OC)c2)CC1	0.8	0.0	-4	13
CCOC(=O)C(C)n1cnc2c(cnn2-c2ccc(Cl)cc2)c1=O (stereo not given)	0.5	0.1	-11	-14

Taken from above for reference:
SMILES	GPR151 activ	FBW7 activator	TEAD-YAP inh	MITF inh
O=C(c1ccc(Br)cc1)N1N=C(C(F)F)CC1(O)C(F)F (stereo not given)	0.9	-0.2	7	-3
CCOC(=O)C1(CCCc2ccccc2)CCN(C(=O)C2CC(C(C)C)=NO2)CC1 (stereo not given)	-1.1	0.1	5	6
CSc1ccc(C2C3=C(CCCC3=O)Nc3onc(C)c32)cc1 (stereo not given)	0.3	0.1	5	9

Reformatted with values under each structure: four of the compounds above.
The line under a structure holds: GPR151 activ | FBW7 activator | TEAD-YAP inh | MITF inh
- COc1ccc(-c2cnn3ccc(Nc4ccc(O)cc4)nc23)cc1
  3.1 | 0.1 | 4 | 3
- COc1ccc2nc(N(Cc3ccncc3)C(=O)CCc3ccccc3)sc2c1
  0.1 | -0.1 | 1 | 14
- COc1ccc(OC(C)c2nc(-c3ccncc3)no2)cc1 (stereo not given)
  2.6 | 0.1 | 3 | -6
- Cc1nc(SCC(=O)N2CCCc3ccccc32)n[nH]1
  -0.2 | 1.8 | -1 | 19
